MITF inh – MITF inhibitors, primary screen, biochemical, AlphaScreen, human. Microphthalmia-associated transcription factor (Homo sapiens), O75030. AlphaScreen MITF homodimerization, bead proximity signal. inhibition, % at 2.6 µM. 650,000 compounds, 0.91% hits. AID 1259374, 2018; in the data active means inhibition above about 50%;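 further: 0% = vehicle wells with protein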
Target sequence (O75030 whole entry, looked up): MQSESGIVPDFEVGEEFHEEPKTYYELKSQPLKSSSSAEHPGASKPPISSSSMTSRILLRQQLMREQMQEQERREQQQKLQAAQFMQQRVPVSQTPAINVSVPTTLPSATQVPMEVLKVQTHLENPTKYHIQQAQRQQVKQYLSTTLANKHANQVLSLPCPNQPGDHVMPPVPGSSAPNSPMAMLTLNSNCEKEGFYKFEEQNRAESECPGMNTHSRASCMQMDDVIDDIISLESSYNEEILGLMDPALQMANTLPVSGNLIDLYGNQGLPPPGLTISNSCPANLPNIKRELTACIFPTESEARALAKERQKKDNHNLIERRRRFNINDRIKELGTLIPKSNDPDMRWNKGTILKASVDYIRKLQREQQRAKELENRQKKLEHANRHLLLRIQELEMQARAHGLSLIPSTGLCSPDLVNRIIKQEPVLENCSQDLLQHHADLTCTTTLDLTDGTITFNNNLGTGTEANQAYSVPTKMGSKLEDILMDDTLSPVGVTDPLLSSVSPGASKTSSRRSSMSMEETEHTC
GPR151 ag – activators of human GPR151, primary screen, cell-based, PathHunter beta-arrestin, luminescence; PathHunter beta-arrestin GPR151 cells; G-protein coupled receptor 151 (Homo sapiens), Q8TDV0; AID 1508602, 2020; 650,000 compounds, 1% hits; activation, % at 11.2 µM; in the data active means activation above about 4.9%;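 further: 0% = median of compound wells and 100% = cells with positive control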
Target sequence (Q8TDV0 whole entry, looked up): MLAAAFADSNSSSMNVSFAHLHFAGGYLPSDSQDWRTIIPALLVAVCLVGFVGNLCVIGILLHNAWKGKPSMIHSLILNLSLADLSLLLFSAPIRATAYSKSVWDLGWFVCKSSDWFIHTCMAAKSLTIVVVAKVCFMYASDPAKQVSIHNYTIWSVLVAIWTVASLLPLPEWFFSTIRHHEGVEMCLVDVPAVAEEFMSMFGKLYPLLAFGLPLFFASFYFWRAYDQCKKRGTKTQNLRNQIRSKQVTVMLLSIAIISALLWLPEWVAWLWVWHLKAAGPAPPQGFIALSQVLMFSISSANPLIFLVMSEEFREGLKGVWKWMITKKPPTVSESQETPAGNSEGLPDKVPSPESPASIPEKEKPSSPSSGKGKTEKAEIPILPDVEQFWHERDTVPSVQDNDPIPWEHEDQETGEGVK
FBW7 act – FBW7 E3 ligase activators, primary screen, biochemical, AlphaScreen, human; F-box/WD repeat-containing protein 7 (Homo sapiens), Q969H0; AlphaScreen FBW7–phospho-cyclin E peptide binding, activator screen; normalized activity (activation), % at 26.1 µM; 650,000 compounds, 0.13% hits; AID 1259310, 2017; in the data active means normalized activity above about 1.9%;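 further: purified mutant Fbw7 with reduced substrate affinity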
TEAD-YAP block – TEAD-YAP interaction inhibition, primary screen, TEAD-YAP interaction inhibitor project, luminescence, HEK-TIYL cells; TEAD-Gal4/YAP UAS-luciferase luminescence; inhibition, % at 9.12 µM; 640,000 compounds, 1.4% hits; in the data active means inhibition above about 32%;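 further: 0% = median of test compound wells and 100% = reference inhibitor wells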
* hit, by the source's call.

No.	SMILES	MITF inh	GPR151 ag
1	Cn1c(=NC(=O)c2cc3ccccc3oc2=O)sc2cc(S(C)(=O)=O)ccc21	5	3.3
2	O=C1/C(=C/N(C(=O)c2ccco2)c2ccc([N+](=O)[O-])cc2)Sc2ccccc21	10	-1.0
3	Cc1ccc([N+](=O)[O-])cc1-c1ccc(/C=C2/C(=O)NC(=O)N(Cc3ccco3)C2=O)o1	43	-0.2
4	O=C(Nc1cc(C(F)(F)F)ccc1F)c1cccc2nccnc12	2	0.0
5	Cc1cc(=O)n(-c2cccc(C(F)(F)F)c2)n1C	-2	-1.3
6	C=CCSc1nnc2n(-c3ccccc3C)c(=O)c3c4c(sc3n12)CCCC4	13	-1.0
7	CCCCCCNc1nc(NCCC)nc(N2CCOCC2)n1	-7	-1.1
8	O=C(Nc1ccc(C(O)(C(F)(F)F)C(F)(F)F)cc1)c1cccs1	-1	2.1
9	CC(C)CC(=O)NC(=S)Nc1ccccc1	-24	0.0
10	O=C1/C(=C/c2ccc(Cl)cc2)C=C(c2ccccc2)N1c1cccc(I)c1	-5	-0.5
11	Cc1cc2nc(N3CCCN(CC4CC4)CC3)nc(C)c2cc1C	0	2.2
12	CCOc1ccc(C(=O)c2cnc3ccc(OC)cc3c2N2CCOCC2)cc1	12	-0.3
13	COC(=O)C1C(c2ccccc2)C=CC(c2ccccc2)C1C(=O)O (stereo not drawn)	22	-0.3
14	O=C(COc1cccc(Cl)c1)Nc1nccs1	7	-0.8
15	COc1ccc(C)cc1N1CCCn2c1nc1c2c(=O)n(C)c(=O)n1C	1	-0.7

No.	FBW7 act	TEAD-YAP block
1	0.0	6
2	-0.2	4
3	-0.1	-3
4	0.0	5
5	0.2	4
6	-0.1	7
7	0.5	15
8	0.1	-66
9	0.0	-12
10	0.1	-27
11	0.1	-10
12	0.7	-5
13	0.1	3
14	0.1	15
15	-0.1	10

More compounds
No.	SMILES	MITF inh	GPR151 ag
16	CC(C)(C)n1nc2c(c1NC(=O)c1cc(Cl)ccc1Cl)CS(=O)C2 (stereo not drawn)	4	-1.0
17	O=C1N[C@@H](COCc2ccccc2)C(=O)N2CCN(C(=O)c3cc(F)c(F)cc3F)C[C@H]12	-1	0.5
18	O=C(NCCC(c1ccccc1)c1ccccc1)C1CC12CCN(C(=O)C1CCOC1)CC2 (stereo not drawn)	-6	0.2
19	Cc1nonc1CNC1CCN(c2ccc(C(=O)NCc3cccnc3)cc2)CC1	-27	-1.0
20	Nc1nc(Cl)c(-c2ccccc2)c(Cl)n1	5	0.2
21	COc1cc(NC(=O)CCCCCn2c(=S)[nH]c3ccccc3c2=O)cc(OC)c1OC	-279	1.0
22	O=S(=O)(/N=C(/Nc1nccs1)c1ccc(F)cc1)c1ccccc1	-4	0.2
23	Cc1ccc(N2C(=O)c3ccc(C(=O)OCC(C)C)cc3C2=O)c(C)c1	4	-0.2
24	Nc1nc(CN2CCCC(C(=O)c3ccccc3)C2)nc2cc(Cl)ccc12 (stereo not drawn)	9	-1.0
25	Cn1c(=O)c2c(nc(NCCc3ccc(Cl)cc3)n2C)n(C)c1=O	-10	1.1
26	COc1cccc2cc(C(=O)Nc3cccnc3N3CCOCC3)c(=O)oc12	-10	-0.1
27	CC(C)C(c1nnnn1CC1CCCO1)N1CCN(c2ccccc2)CC1 (stereo not drawn)	15	-0.8
28	Cc1ccc(NC(=O)C2CCCO2)cc1[N+](=O)[O-] (stereo not drawn)	-11	-1.8
29	COc1ccc(Cn2nnnc2CN(CCO)Cc2cc3ccc(C)cc3[nH]c2=O)cc1	-5	-0.5
30	Cc1ccccc1CC1(CO)CCCN(C(=O)NCc2ccccc2)C1 (stereo not drawn)	-4	-0.3

No.	FBW7 act	TEAD-YAP block
16	0.1	4
17	0.1	5
18	0.1	-6
19	-0.3	5
20	0.0	-2
21	0.3	-10
22	-0.2	0
23	0.2	3
24	0.0	8
25	0.3	9
26	0.0	-3
27	1.0	8
28	-0.1	-30
29	-0.1	18
30	0.0	3

Exported in markdown: entries from further up.
| item | canonical_smiles | MITF inh | GPR151 ag | FBW7 act | TEAD-YAP block |
| --- | --- | --- | --- | --- | --- |
| 27 | CC(C)C(c1nnnn1CC1CCCO1)N1CCN(c2ccccc2)CC1 (stereo not drawn) | 15 | -0.8 | 1.0 | 8 |
| 28 | Cc1ccc(NC(=O)C2CCCO2)cc1[N+](=O)[O-] (stereo not drawn) | -11 | -1.8 | -0.1 | -30 |
| 29 | COc1ccc(Cn2nnnc2CN(CCO)Cc2cc3ccc(C)cc3[nH]c2=O)cc1 | -5 | -0.5 | -0.1 | 18 |
| 30 | Cc1ccccc1CC1(CO)CCCN(C(=O)NCc2ccccc2)C1 (stereo not drawn) | -4 | -0.3 | 0.0 | 3 |

The results go on.
No.	SMILES	MITF inh	GPR151 ag
31	CCc1nc2sc(C(c3ccco3)N3CCC4(CC3)OCCO4)c(O)n2n1 (stereo not drawn)	10	3.5
32	COc1ccc(NC(=O)CSc2ccc(-c3sc(C)nc3C)nn2)cc1OC	0	-0.4
33	Cc1sc(NC(=O)/C=C/c2ccco2)c(C(=O)OC(C)C)c1C	14	2.2
34	CSCCC(NC(=O)C1CCC(C)CC1)C(=O)Nc1ccc2c(c1)OCO2 (stereo not drawn)	-7	1.0
35	CCCNC(=O)c1cnc(Nc2ccnn2C)s1	-1	-1.7
36	CCCCNC(=O)c1ccc2nc(-c3ccccc3)c(-c3ccccc3)nc2c1	-6	1.4
37	CCOC(=O)N1CCc2c(sc(NCc3ccc(N(C)C)cc3)c2C(=O)Nc2ccc(OC)cc2OC)C1	-1	0.6
38	Cc1cccc(NC(=O)C(=O)NCCCO)c1	12	-2.1
39	O=C(O)c1oc2cc(O)ccc2c(=O)c1-c1ccc2c(c1)OCCO2	-1	0.0
40	COc1ccc(NC(=O)CN(C)CC(=O)Nc2ccccc2SC)cc1	75*	2.0
41	COc1ccc(NC(=O)CCN2CCN(c3ccccc3)CC2)c(OC)c1	1	0.7
42	COc1ccc(S(=O)(=O)N(CCO)Cc2cc3cc(OC)c(OC)cc3[nH]c2=O)cc1	5	2.4
43	O=C1c2ccccc2C(=O)N1CCC/C=N/Nc1ccc([N+](=O)[O-])cc1[N+](=O)[O-]	11	-1.8
44	O=C(COC(=O)c1ccccc1I)c1ccc2c(c1)OCCO2	-8	-0.5
45	COc1ccc(OC)c(CN2CCN(C3CCN(C(C)C)CC3)C(CCO)C2)c1 (stereo not drawn)	-18	0.1

No.	FBW7 act	TEAD-YAP block
31	-0.1	4
32	-0.3	-7
33	0.2	6
34	0.1	-49
35	-0.1	0
36	0.0	-11
37	-0.8	-18
38	-0.1	-44
39	0.0	-3
40	-0.3	-3
41	-0.4	3
42	0.1	8
43	0.0	0
44	0.0	-18
45	0.0	0

Later entries
No.	SMILES	MITF inh	GPR151 ag
46	CC(C)(C)c1ccc(-c2nnc3s/c(=C\c4ccccc4)c(=O)n23)cc1	25	-1.7
47	COc1ccc(OCC(=O)Nc2ccc(N3CCCCC3)cc2)cc1	9	1.2
48	COc1ccc(NC2=NS(=O)(=O)c3cc([N+](=O)[O-])ccc32)cc1	7	0.7
49	COc1cc(C(Nc2cccc(C)n2)c2ccc3ccc(C)nc3c2O)cc(OC)c1O (stereo not drawn)	3	2.2
50	O=C(NNC1CC(=O)N(c2ccc(Cl)cc2)C1=O)c1ccco1 (stereo not drawn)	4	0.6
51	COc1cc(/C=C/C(=O)Nc2ccc(F)cc2F)cc(OC)c1OC	2	-1.0
52	O=C(Nc1nccs1)C(c1ccccc1)C1CCCC1 (stereo not drawn)	-4	-1.1
53	COc1cccc(NC(=O)CSc2nnc(NC(=O)Cc3ccc(F)cc3)s2)c1	1	0.6
54	CC(=O)Nc1ccc(NC(=O)c2ccc(-c3ccccc3)s2)cc1	10	-4.7
55	CC(=O)N1CCN(Cc2ccc3c(c2)CN(Cc2cccs2)CCO3)CC1	-3	0.3
56	CCCOc1ccc(OCCNC)cc1	39	-0.2
57	CC(C)c1ccc(CN2CC[C@H]3[C@H](CCC(=O)N3CCCN3CCCC3=O)C2)cc1	7	0.7
58	CCOC(=O)c1c(NC(=O)COc2ccccc2C(C)(C)C)sc2c1CCC2	1	-0.6
59	NC(=O)c1cc2cc(Br)ccc2oc1=Nc1ccc(F)cc1F	6	6.9*
60	CCOc1ccc(CCNC(=O)Cn2ncc3ccc(C)cc32)cc1OCC	19	-0.8

No.	FBW7 act	TEAD-YAP block
46	0.1	6
47	-0.1	4
48	0.0	4
49	-0.3	33*
50	0.2	-16
51	0.0	-9
52	-0.2	2
53	0.2	2
54	0.0	-1
55	-0.1	-9
56	-0.3	-3
57	0.0	6
58	0.0	1
59	0.2	3
60	1.4	-8

The list continues:
No.	SMILES	MITF inh	GPR151 ag
61	Fc1ccc(-n2ncc3c(N4CCOCC4)ncnc32)cc1	-21	0.0
62	O=c1[nH]c(/C=C/c2ccc(F)cc2)nc(O)c1[N+](=O)[O-]	12	-0.3
63	Cc1cc(C)n(/N=C/c2ccc(Br)cc2)c(=O)c1C#N	-3	-0.1
64	O=[N+]([O-])c1ccc2c(c1)C(N1CCOCC1)/C(=C/C1(O)CCCCC1)O2 (stereo not drawn)	-9	-0.8
65	COc1ccc(S(=O)(=O)N2CCCC(C(=O)NNC(=O)C3CC3)C2)cc1Cl (stereo not drawn)	13	0.1
66	O=c1[nH]c2ccc(NCc3ccc(Cl)cc3Cl)cc2[nH]1	1	1.8
67	CC(C)(C)C(=O)N1CCC(c2nc3c(nnn3Cc3cccc(Cl)c3)c(=O)[nH]2)CC1	0	-0.7
68	CCOC(=O)c1c(NC(=O)c2ccc(C)c([N+](=O)[O-])c2)sc(C(=O)Nc2ccccc2OC)c1C	-7	0.3
69	CS(=O)(=O)N(CC(=O)NCc1ccc(Cl)cc1)c1ccccc1Br	-4	-1.4
70	CN(C(=O)c1ccc(=O)[nH]c1)C(c1ccccc1)c1ccccc1	1	-0.4
71	COC(=O)c1sc(N2C(=O)C(O)=C(C(=O)c3ccc(C)o3)C2c2cccs2)nc1C (stereo not drawn)	12	1.4
72	CCOC(=O)C1=C(C)NC2=C(C(=O)CCC2)C1c1cc(OC)c(OC)c(OC)c1 (stereo not drawn)	-2	-1.6
73	COc1cccc(CNC(=O)CCn2nc(-c3ccccc3)ccc2=O)c1	-6	0.7
74	C=CCOc1c(I)cc(/C=N/O)cc1OCC	-6	-0.2
75	CC(=O)N1CCN(c2ccc([N+](=O)[O-])c(N3CCCCC3)c2)CC1	6	-1.5

No.	FBW7 act	TEAD-YAP block
61	-0.4	77*
62	-0.1	3
63	0.1	-12
64	-0.2	2
65	0.1	9
66	-0.2	5
67	-0.1	6
68	0.1	-7
69	0.0	10
70	0.1	-3
71	-0.3	-14
72	0.4	5
73	-0.1	2
74	-0.1	5
75	-0.1	8

Continuation.
No.	SMILES	MITF inh	GPR151 ag
76	O=C(O)c1ccc(-n2cnnn2)cc1	7	1.0
77	Cc1cccc(C(=O)N/N=C/c2ccc(N(C)C)cc2)c1O	-8	0.4
78	CCCCN(C)Cc1c(C)[nH]c2ccc(OCC)cc2c1=O	-4	-1.3
79	Cc1cc(=O)oc2c(C)c(OCC(=O)C(C)(C)C)ccc12	11	-0.6
80	COc1cc(/C=C(\C#N)c2nc(-c3ccco3)cs2)cc(OC)c1OC	17	-0.5
81	CC(C)CCNC(=O)c1cc2c(=O)n3ccccc3nc2s1	8	-0.6
82	COC(=O)c1c(C)oc2ccc(OCc3ccc(F)cc3)cc12	-9	-1.4
83	COc1cc(CN2CCC(n3nccc3NC(=O)c3ccccc3OC)CC2)ccc1F	19	-0.2
84	Cc1ccc(-c2nnc(N)s2)cc1C	1	5.6*
85	O=C(Cc1cccs1)N1CCN(c2ccc(F)cc2)CC1	2	-0.3
86	CCCCNC(=O)CNC(=O)c1nn(-c2ccc(OC)c(OC)c2)c(=O)c2ccccc12	8	-0.6
87	COc1ccc2c(c1)CC/C2=N/OC(=O)c1cc(OC)c(OC)c(OC)c1	12	-0.4
88	CC1C(=O)C(C)C(c2ccc([N+](=O)[O-])cc2)NC1c1ccc([N+](=O)[O-])cc1 (stereo not drawn)	-6	0.1
89	O=C(CSc1nnc2sc3ccccc3n12)c1cccs1	2	1.6
90	Cc1ccc(C)c(S(=O)(=O)N2CCN(c3nc4ccccc4o3)CC2)c1	7	0.9
91	CC(=O)Nc1ccc(S(=O)(=O)C(C#N)c2nc3ccccc3nc2NC2CCCC2)cc1 (stereo not drawn)	-5	-1.2
92	Cc1cc([N+](=O)[O-])c(NCc2cccnc2)c([N+](=O)[O-])c1	11	0.4
93	COc1cccc2c1OC1(C)CC2NC(=O)N1c1cccc(C(=O)NCc2cccs2)c1 (stereo not drawn)	-10	-0.1

No.	FBW7 act	TEAD-YAP block
76	-0.2	0
77	0.7	-15
78	0.0	-5
79	1.0	-17
80	0.4	5
81	0.1	-40
82	0.0	-4
83	0.2	7
84	0.0	-33
85	0.6	1
86	0.1	-1
87	0.3	8
88	0.0	-7
89	0.2	-61
90	-0.1	7
91	0.0	4
92	-0.1	-4
93	0.0	19

Source: PubChem (The Scripps Research Institute Molecular Screening Center)
